# Screening results deposited in PubChem by several laboratories.
# RPL19A TOR yeast – alters RPL19A-GFP fluorescence in TOR pathway yeast screen. S. cerevisiae RPL19A-GFP strain, flow cytometry, 3 h; hits give low values. percent response vs DMSO, % at 10 µM. 330,000 tested, 0.3% active. AID 2025;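 active = percent response vs DMSO below 50%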;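 also: median channel GFP fluorescence of the barcoded RPL19A-GFP strain; ratio of sample median GFP to plate DMSO average so 100% = DMSO; lower means less RPL19A-GFP as with rapamycin TOR inhibition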
# EBNA-1 inhibitor – blocks EBNA-1 binding to DNA; EBNA-1 DNA binding, fluorescence polarization; inhibition, % at 14.8 µM; 300,000 tested, 0.34% active; AID 1950; in the data active = inhibition above about 28%
# procasp3 activ – activators of human procaspase-3. P42574. recombinant procaspase-3 D3A, Ac-DEVD-pNA absorbance 405 nm. activation, % at 8.5 µM. 330,000 tested, 0.11% active;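 active = activation above the mean of all tested compounds plus 3 SD, cut at about 21% in these data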;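 also: 0% = DMSO alone and 100% = DMSO wells spiked with extra 5 µM PC-3 D3A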
#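 Test system: Procaspase-3 D3A mutant, all three cleavage aspartates alanine | Dosing: Single dose, 8.5 µM nominal compound, 0.8% DMSO | Schedule: 1 h preincubation, 2 h reaction | Technique: 405 nm absorbance of p-nitroaniline, reads at 0 and 120 min | Repeats: One well per compound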
# proCasp7 act – activates human procaspase-7, counter-screen for procaspase-3 activators. P55210. recombinant procaspase-7, Ac-DEVD-pNA absorbance 405 nm; D23A/D198A/D206A triple mutant, cannot self-cleave; scale: DMSO 0, 5 µM enzyme 100. activation, % at 8.5 µM. 330,000 tested, 0.093% active. AID 463210;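 active = percent activation above the screen-wide mean plus 3 SD, cut at about 25% in these data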
#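 Assay system: Uncleavable procaspase-7 mutant enzyme; Input: 2 µM procaspase-7 mutant as dispensed; Also added: DEVD-pNA substrate; Medium: Zinc-free HEPES pH 7.4 with 300 mM NaCl, 0.01% Triton X-100; Timing: 1 h compound preincubation, 2 h substrate cleavage, 25 °C; Measured by: Epi-absorbance of released pNA at 405 nm, two timepoints.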
# ZTA DNA inh – ZTA (EBV) inhibition in EBNA-1 counter-screen | P03206 | ZTA-DNA binding, fluorescence polarization | AID 2234 | 320,000 tested, 0.15% active | inhibition, % at 11 µM; in the data active = inhibition above about 33%
# LAP4-GFP MLPCN – alters LAP4-GFP fluorescence in TOR pathway yeast screen. S. cerevisiae LAP4-GFP multiplex, flow cytometry GFP, 3 h; median GFP as percent of DMSO wells. GFP response vs DMSO, % at 10 µM. 320,000 tested, 0.34% active;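 active = GFP response vs DMSO above a set limit, about the screen mean plus 3 SD, cut at about 150% in these data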
# MEP2 TOR yeast – yeast TOR pathway MEP2-GFP modulation; S. cerevisiae MEP2-GFP strain, flow cytometry GFP, 3 h; 100% = DMSO control level; GFP response vs DMSO, % at 10 µM; 330,000 tested, 0.51% active; AID 2016;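 active = GFP response versus DMSO above a set limit, roughly screen mean plus 3 SD, cut at about 180% in these data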;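 also: median GFP fluorescence of the barcode-gated MEP2-GFP cells per well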
# AHR activator – activates the human aryl hydrocarbon receptor; P35869; AID 2796; activation, % at 5 µM; 320,000 tested, 2.5% active; AHR-responsive luciferase reporter cells, luminescence; in the data active = activation above about 47%;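 also: 0% = vehicle wells and 100% = reference agonist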
# The depositor's hits bear a star; x = not tested or not shown; [ ] = dose if it differs, or a comment.
# Sample of the layout, two compounds:
SMILES,RPL19A TOR yeast,EBNA-1 inhibitor,procasp3 activ,proCasp7 act,ZTA DNA inh,LAP4-GFP MLPCN,MEP2 TOR yeast,AHR activator
CC(C)OC(=O)CSc1nnc(-c2ccc(C(C)(C)C)cc2)n1N,103,15,-11,-14,6,98,101,3
CC(=O)c1cccc(NC(=O)C(C)OC(=O)C2CCC2)c1 (stereo unspecified),103[may fluoresce green],0,-6,3,2,100[may fluoresce green],107[may fluoresce green],3

# All compounds of this part (from the top)
SMILES,RPL19A TOR yeast,EBNA-1 inhibitor,procasp3 activ,proCasp7 act,ZTA DNA inh,LAP4-GFP MLPCN,MEP2 TOR yeast,AHR activator
CC(C)OC(=O)CSc1nnc(-c2ccc(C(C)(C)C)cc2)n1N,103,15,-11,-14,6,98,101,3
CC(=O)c1cccc(NC(=O)C(C)OC(=O)C2CCC2)c1 (stereo unspecified),103[may fluoresce green],0,-6,3,2,100[may fluoresce green],107[may fluoresce green],3
Nc1ccc(N2CCOCC2)cc1C(F)(F)F,100,5,11,0,0,102,106,2
CC(C)NC(=O)c1ccc2c(c1)nnn2C,100,0,7,-17,0,96,101,-2
Cc1ccc(C(=O)N2CCN=C2SCc2ccc([N+](=O)[O-])cc2)cc1C,101,-3,-1,3,-4,109,100,0
Cc1cnc(NC(=O)CSc2nnc(-c3cccs3)n2C)s1,93,-5,5,-3,3,98,91,1
Cc1cccc(OCC(=O)NCC(=O)N/N=C/c2cc(Br)ccc2OCc2ccccc2)c1,105,1,2,-12,16,97,104,16
COc1ccccc1NC(=O)C1=C(C)Nc2nnnn2C1c1ccccc1OC (stereo unspecified),96,-3,-6,-1,-5,106,114,39
CN1C(=O)CSC1=Nc1cccc(C(=O)O)c1,96,7,1,-2,-11,95,98,0
CCc1nnc(NC(=O)CCNC(=O)c2ccccc2Cl)s1,98,-4,4,-3,-12,97,93,0
Cc1cccc(OCc2nnc(SCC(=O)N3CCc4ccccc43)n2C)c1,94,1,-1,8,-13,94,89,2
CCC(C)Nc1nnnc2c1sc1nc3c(cc12)COC(C)(C)C3 (stereo unspecified),96,-13,0,1,-5,100,94,-3
CCn1c2ccccc2c2cc(NC(=O)C(C)C)ccc21,101,4,-1,4,0,96,100,37
NC(=O)c1nsc(C(=O)N(Cc2cccnc2)C(C(=O)NC2CCCCC2)c2ccc(F)cc2)c1N (stereo unspecified),102,-7,6,-21,-4,87,107,-1
CCc1nn(C(CC)C(=O)NCCc2ccc(OC)cc2OC)c(=O)c2cc3occc3n12 (stereo unspecified),105,-22,8,3,2,90,108,7
Cc1cccc(C(=O)N2CCN(CCNC(=O)C(=O)Nc3ccc(F)cc3)CC2)c1,102,-11,1,-6,-11,90,103,-6
CSc1nsc(SC)c1C(=O)Nc1ccc(C(C)(C)C)cc1,115,8,3,5,13,114,117,38
Cc1ccc(S(=O)(=O)N2CCOCC2)cc1C(=O)OCC(=O)NC1CCCC(C)C1C (stereo unspecified),98,x,0,8,14,98,95,-2
CC(=O)Nc1cccc(Oc2ncnc3scc(-c4ccc(C(C)C)cc4)c23)c1,112,-6,-2,-4,2,107,105,24
CC(=O)C1=C(C)OC(N)=C(C#N)C1c1cccnc1 (stereo unspecified),97,-7,-1,1,17,90,94,3
Cc1ccc(OCCOC(=O)Cn2nc(C)c([N+](=O)[O-])c2C)cc1,95,4,6,1,6,117,94,-1
CC(=O)c1c(O)c2ccccc2n(C)c1=O,110,3,-5,6,-10,91,99,12
CC1(NC(=S)NCCCCCCNC(=S)NC2(C)CCS(=O)(=O)C2)CCS(=O)(=O)C1 (stereo unspecified),103,-1,-2,-2,2,109,95,-2
Cc1ccc([C@H]2C(C(=O)O)=C[C@@H](CC3CCCC3)N2S(=O)(=O)c2ccc(C)cc2)cc1,104,x,0,1,x,102,96,1
Cc1ccc(S(=O)(=O)N2CCN(S(=O)(=O)N3CCCCC3)CC2)c(C)c1,101,5,-10,-6,-11,98,108,-2
# Next records.
SMILES,RPL19A TOR yeast,EBNA-1 inhibitor,procasp3 activ,proCasp7 act,ZTA DNA inh,LAP4-GFP MLPCN,MEP2 TOR yeast,AHR activator
NC(=O)c1ccsc1NC(=O)COC(=O)c1c(F)cccc1Cl,100,x,7,9,-12,100,100,0
O=c1[nH]c2cc3c(cc2cc1C(c1nnnn1C1CCCC1)N1CCSCC1)OCCO3 (stereo unspecified),103,-10,15,8,-3,101,111,2
COC(=O)c1cc(C(=O)OC)n(Cc2ccc(F)cc2)c1C,102,-4,9,3,-5,92,101,-2
CC1=NN(C(=O)COc2ccccc2)C(O)(c2ccccc2)C1 (stereo unspecified),97,15,-1,1,5,94,84,3
COc1ccc(-c2c(C)nn(-c3ccccc3)c2N)cc1OC,99,-7,0,-2,-15,106,101,3
CC(=O)NCCNC(=O)c1ccc(-n2c(C)ccc2C)cc1,102,2,-2,1,9,111,98,-1
COc1ccccc1C(=O)NCC(=O)OCC(=O)c1ccc2c(c1)-c1ccccc1C2,102,8,5,2,10,106,106,-4
O=C(C[C@@H]1C/C=C/CC[C@H](Cc2ccc(F)cc2)C(=O)OCCNC1=O)N[C@H](CO)Cc1ccccc1,91,x,4,6,x,88,90,0
O=C(CCC(=O)Nc1ccccc1)N/N=C/c1ccco1,99,7,-2,2,8,101,101,4
O=C(/N=C1/c2ccccc2CN1c1ccccc1)Nc1ccccc1,110,-2,6,10,-1,104,88,10
COc1ccc(S(=O)(=O)Nc2ccc(NC(C)=O)cc2)cc1Cl,99,-14,-2,8,-2,101,100,-2
O=C(Nc1c2c(nn1-c1cccc(Cl)c1)CS(=O)(=O)C2)c1cccs1,94,-10,-3,1,0,98,113,-1
O=C(CCc1nnc2ccc(NCCCN3CCCC3=O)nn12)NCc1ccccc1Cl,91,7,6,15,4,93,93,0
CC1(C)CC(NC(=O)c2ccc(Cl)c(S(=O)(=O)N(Cc3ccccc3)c3ccccc3)c2)CC(C)(C)N1,97,-3,-2,9,15,105,97,3
CSc1ccc(S(=O)(=O)NCc2ccc(Cl)cc2Cl)cc1,98,-12,5,-5,-6,102,96,-1
CCc1nnc(NS(=O)(=O)c2ccc(NC(=S)NC(=O)/C=C/c3ccccc3)cc2)s1,102,1,-3,0,37*,91,105,-3
Cc1ccc(S[C@@H](CCN2CC[C@H](C(C)(C)C)CCC2=O)c2ccccc2)cc1,91,-1,0,-5,-5,104,88,0
O=C(Cc1cccs1)Nc1ccc(F)c(S(=O)(=O)N2CCOCC2)c1,98,x,4,-6,0,113,104,1
O=C1C(O)CC2c3ccccc3CC3(CCCC3)N12 (stereo unspecified),98,3,-5,1,15,106,103,0
COC(=O)c1ccc(COn2c(=O)c(C)[n+]([O-])c3ccccc32)cc1,106,5,3,10,10,112,108,-3
O=C(Cc1ccc(Br)cc1)NC1CCCc2ccccc21 (stereo unspecified),105,8,5,-1,9,87,101,-3
CC1(C)Cc2c(c(N3CCOCC3)nc3sc4c(NCCN5CCOCC5)nnnc4c23)CS1,99,-3,-1,1,-15,100,101,0
CCc1ccc2nc(Nc3ncc(C(C)=O)c(C)n3)nc(C)c2c1,99,9,0,-1,21,106,100,-5
Cc1cc(C(=O)COC(=O)Cc2ccc(Br)cc2)c(C)n1C,94,x,-2,8,-6,102,93,1
CCN(c1ccccc1)S(=O)(=O)c1nnc(NC(=O)C(C)(C)C)s1,97,-2,-11,7,-9,85,89,1
# More entries.
SMILES,RPL19A TOR yeast,EBNA-1 inhibitor,procasp3 activ,proCasp7 act,ZTA DNA inh,LAP4-GFP MLPCN,MEP2 TOR yeast,AHR activator
S=c1[nH]nc(-c2ccco2)n1/N=C/c1ccc(Br)s1,86,-5,-21,-11,-9,93,94,-2
CC(=O)Nc1ccc(S(=O)(=O)N[C@@H](C)C(=O)OCC(=O)NC2CCCC2)cc1,100,x,-1,-2,2,100,105,1
Cc1ccccc1N(C(=O)CCCC(=O)Nc1ccccn1)C(C(=O)NC1CCCC1)c1ccc(O)cc1 (stereo unspecified),99,-4,9,-5,-12,100,107,-2
Cc1ccc(N2CC(C(=O)NCc3ccco3)CC2=O)cc1Cl (stereo unspecified),100,12,5,-1,12,92,97,-2
N#Cc1c(-c2ccccc2)nc(SCc2nc(N)nc(N3CCCCC3)n2)[nH]c1=O,99,-8,-11,-2,17,96,102,-2
CC1(C)CC(=O)C2=C(C1)OC1=C(C(=O)CC(C)(C)C1)C2c1cc([N+](=O)[O-])cc([N+](=O)[O-])c1O,102,-9,-3,-2,-1,94,96,0
CN(C)C(=O)c1ccc2c(c1[N+](=O)[O-])C(=O)c1ccccc1C2=O,98,-5,-6,1,-9,129,94,12
CC(C)(C)c1cc(Cc2ccccc2)[nH]n1,96,14,1,7,11,103,102,4
CCN(CC(=O)NC(=O)NCc1ccccc1)CC(=O)Nc1cc(Cl)ccc1C,96,x,1,-19,-14,98,97,2
O=C(NCc1cn2ccsc2n1)c1cccc(C(F)(F)F)c1,98,0,4,8,6,95,104,4
C=CCNC(=O)c1ccccc1NS(=O)(=O)c1ccccc1,95,-5,-3,12,4,99,96,4
Nc1nnnn1/N=C/c1cccc(Br)c1,101,-1,4,-7,0,86,90,1
COc1ccc(Cc2nnc(NC(=O)C3CC(=O)N(c4ccccc4)C3)s2)cc1OC (stereo unspecified),99,-6,1,0,-16,95,95,1
Cc1ccc2nc(SCC(=O)Nc3cc(C)on3)[nH]c2c1,104,7,0,1,11,97,104,23

# Quoted from above, 16 compounds:
SMILES,RPL19A TOR yeast,EBNA-1 inhibitor,procasp3 activ,proCasp7 act,ZTA DNA inh,LAP4-GFP MLPCN,MEP2 TOR yeast,AHR activator
O=C(Cc1ccc(Br)cc1)NC1CCCc2ccccc21 (stereo unspecified),105,8,5,-1,9,87,101,-3
CC1(C)Cc2c(c(N3CCOCC3)nc3sc4c(NCCN5CCOCC5)nnnc4c23)CS1,99,-3,-1,1,-15,100,101,0
CCc1ccc2nc(Nc3ncc(C(C)=O)c(C)n3)nc(C)c2c1,99,9,0,-1,21,106,100,-5
Cc1cc(C(=O)COC(=O)Cc2ccc(Br)cc2)c(C)n1C,94,x,-2,8,-6,102,93,1
CCN(c1ccccc1)S(=O)(=O)c1nnc(NC(=O)C(C)(C)C)s1,97,-2,-11,7,-9,85,89,1
S=c1[nH]nc(-c2ccco2)n1/N=C/c1ccc(Br)s1,86,-5,-21,-11,-9,93,94,-2
CC(=O)Nc1ccc(S(=O)(=O)N[C@@H](C)C(=O)OCC(=O)NC2CCCC2)cc1,100,x,-1,-2,2,100,105,1
Cc1ccccc1N(C(=O)CCCC(=O)Nc1ccccn1)C(C(=O)NC1CCCC1)c1ccc(O)cc1 (stereo unspecified),99,-4,9,-5,-12,100,107,-2
Cc1ccc(N2CC(C(=O)NCc3ccco3)CC2=O)cc1Cl (stereo unspecified),100,12,5,-1,12,92,97,-2
N#Cc1c(-c2ccccc2)nc(SCc2nc(N)nc(N3CCCCC3)n2)[nH]c1=O,99,-8,-11,-2,17,96,102,-2
CC1(C)CC(=O)C2=C(C1)OC1=C(C(=O)CC(C)(C)C1)C2c1cc([N+](=O)[O-])cc([N+](=O)[O-])c1O,102,-9,-3,-2,-1,94,96,0
CN(C)C(=O)c1ccc2c(c1[N+](=O)[O-])C(=O)c1ccccc1C2=O,98,-5,-6,1,-9,129,94,12
CC(C)(C)c1cc(Cc2ccccc2)[nH]n1,96,14,1,7,11,103,102,4
CCN(CC(=O)NC(=O)NCc1ccccc1)CC(=O)Nc1cc(Cl)ccc1C,96,x,1,-19,-14,98,97,2
O=C(NCc1cn2ccsc2n1)c1cccc(C(F)(F)F)c1,98,0,4,8,6,95,104,4
C=CCNC(=O)c1ccccc1NS(=O)(=O)c1ccccc1,95,-5,-3,12,4,99,96,4
